CXXC DNA block – inhibitors of human MLL CXXC domain-DNA interaction; MLL-CXXC / FITC-HOXA9 DNA fluorescence polarization; Potency, µM (series often up to 115 µM), for inactives: top-dose activity change, negative = inhibition, hits mostly inhibitors; hit rate 0.037% among 290,000; AID 2662; active means well fitted inhibition curve with a large enough effect in the polarisation, with a control signal flat, not every such curve was filed as active; inconclusive means small, poorly fitted or top-dose-only effect, or effect the other way, or a change in a side signal; inactive means no such curve, though single readings can be large or run the other way; the % refers to the polarisation
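Steps: dispense CXXC domain solution (7 uM) → pin compounds or unlabeled HOX-A9 DNA control → 5 min ambient → add FLSN-HOX-A9 solution (50 nM) → spin → 30 min ambient → fluorescence polarization. Tris pH 7.5/NaCl/DTT/BSA buffer.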
Rab9 prom act – activators of Rab9 promoter; Huh7 Rab9 promoter-luciferase reporter, luminescence, 24 h; Potency, µM (series often up to 9.22 µM), inactives show at the highest dose activation, negative = inhibition, usual class: activators; hit rate 2.8% among 320,000; AID 485297; further: % of control where 0% means no effect; nearly all actives have a fitted effect of over 60% in size
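Huh7 reporter line, Rab9 promoter upstream of luciferase. Compound exposure 24 h at 37 °C in reduced-serum medium with 10% FBS. Read-out: luminescence.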
RORg inh – ROR gamma (mouse) transcription inhibition; P51450; Drosophila S2 Gal4-RORgamma UAS-luciferase reporter, 20 h; Potency, µM (top dose mostly 53.6 µM), for the others: at the top dose activity change, negative = inhibition, actives largely listed as inhibitors; hit rate 5.4% among 310,000; AID 2551; further: on the % scale 0 is the no-effect control and ±100 the full control effect; nearly all actives have a fitted effect of over 60% in size
Target sequence (P51450 whole entry, looked up, the tested form may be a part): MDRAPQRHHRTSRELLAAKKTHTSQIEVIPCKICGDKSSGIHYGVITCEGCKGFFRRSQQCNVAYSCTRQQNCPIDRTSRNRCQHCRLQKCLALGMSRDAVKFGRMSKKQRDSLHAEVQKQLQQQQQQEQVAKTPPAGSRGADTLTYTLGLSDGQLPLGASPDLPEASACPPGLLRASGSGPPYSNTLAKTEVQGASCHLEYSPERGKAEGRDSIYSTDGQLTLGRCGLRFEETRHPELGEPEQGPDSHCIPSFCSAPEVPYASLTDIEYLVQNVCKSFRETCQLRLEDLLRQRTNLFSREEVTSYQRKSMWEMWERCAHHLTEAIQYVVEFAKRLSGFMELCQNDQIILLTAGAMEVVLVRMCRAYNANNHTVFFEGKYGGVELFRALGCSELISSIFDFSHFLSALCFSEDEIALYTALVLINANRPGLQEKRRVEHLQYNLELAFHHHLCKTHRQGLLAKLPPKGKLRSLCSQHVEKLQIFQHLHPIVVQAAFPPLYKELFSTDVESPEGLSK
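Schneider cells (Drosophila), stable Gal4 DBD–ROR gamma + UAS-luc; 1 hr cmpd preincubation; Cu2+ induction 700 uM final; 20 hr ambient; luminescence.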
BRCA1 expr act – activators of BRCA1 expression. MCF7-BRCA1-FFLuc reporter, luminescence, 48 h; response scale: scaled: vehicle 0%, 10 µM genistein 100%. hit rate 1.1% among 380,000. Potency, µM (titrated, usually from 46.1 µM), for the others: top-dose activation, most hits filed as activators; further: nearly all actives have a fitted effect of over 80% in size; some results filed as inactive show a strong effect at the top dose
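Activators of BRCA1 expression were detected as increased firefly luciferase luminescence in engineered MCF7 cells after 48 h compound incubation. Signals were scaled to genistein 10 microM as full activation.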
p53 reactivator – mutant p53 re-activation in reporter cells. H1299 p53-A138V BP100-luciferase reporter, luminescence, 24 h. Potency, µM (series often up to 92.2 µM), for inactives: at the top dose activity change, positive = activation, most hits filed as activators. hit rate 0.063% among 320,000. AID 504706; further: % of control where 0% means no effect; nearly all actives have a fitted effect of over 45% in size
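p53-null H1299 cells stably carrying temperature-sensitive p53-A138V and a BP100-luciferase reporter were pinned with compounds (4-point, 1:5 series) and held 24 hrs at 37 deg C. Luminescence was read 10 min after detection reagent.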
MBNL1-CUG inh – MBNL1-poly(CUG) RNA binding inhibition. hit rate 0.036% among 280,000. AID 2675. Q9NR56. Potency, µM (top dose mostly 57.5 µM), without a hit: at the top dose activity change, negative = inhibition, usual class: inhibitors. TR-FRET MBNL1-His/biotin-(CUG)12 binding, 665/545 ratio; active means well fitted inhibition curve with a large enough effect in the signal ratio, with a control signal flat, not every such curve was filed as active; inconclusive means small, poorly fitted or top-dose-only effect, or effect the other way, or a change in a side signal; inactive means no such curve, though single readings can be large or run the other way; the % refers to the signal ratio; further: on the % scale 0 is the no-effect control and ±100 the full control effect
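TR-FRET readout: Ex 340 nm, 665/545 nm emission ratio, normalized to buffer-only (basal) and MBNL1-(CUG)12 controls. Complex of MBNL1-His with Biotin-(CUG)12, compounds 92 nM–58 uM, incubated 60 min at room temperature.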
ELG1 genotoxic – genotoxicity induction in ELG1-luciferase HEK293T cells. HEK293T ELG1-luciferase reporter, luminescence, 16 h. Potency, µM (series often up to 46 µM), for inactives: top-dose activity change, positive = activation, hits mostly activators. hit rate 1.3% among 330,000. AID 504466; further: % of control where 0% means no effect; nearly all actives have a fitted effect of over 60% in size
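Reporter readout depends on ELG1 protein level, which increases with genetic stress. After 16 hr compound exposure at 37 °C, luciferase activity was quantified using ONE-Glo.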
uPA generation – blocks generation of uPA at the cell surface; cell surface uPA generation assay, qHTS; Potency, µM (doses to about 38.3 µM), for inactives: top-dose activity change, negative = inhibition, usual class: inhibitors; hit rate 0.31% among 330,000; AID 540303; active means well fitted inhibition curve with a large enough effect; inconclusive means small, poorly fitted or top-dose-only effect; inactive means no such curve, though single readings can be large or run the other way; tested in mouse RAW 264.7 cells; further: on the % scale 0 is the no-effect control and ±100 the full control effect; nearly all actives have a fitted effect of over 55% in size
Gal4-VP16 FLuc – Gal4-VP16 reporter inhibition counter-screen. Drosophila S2 Gal4-VP16 UAS-luciferase, luminescence, 20 h. Potency, µM (doses to about 53.6 µM), without a hit: at the top dose activity, negative = inhibition, most hits filed as inhibitors. hit rate 3.5% among 310,000;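 further: Gal4-VP16 expression switched on by copper sulfate through the metallothionein promoter; on the % scale 0 is the no-effect control and ±100 the full control effect; nearly all actives have a fitted effect of over 50% in size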
NPC1 promoter act – activates the NPC1 promoter; Huh7 NPC1 promoter luciferase reporter, 24 h; Potency, µM (series often up to 9.22 µM), for the others: top-dose activation, hits mostly activators; hit rate 2.4% among 320,000;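 further: % of control where 0% means no effect; nearly all actives have a fitted effect of over 60% in size; reporter is driven by a mutant NPC1 promoter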
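Readout is luciferase luminescence, reflecting NPC1 promoter activation in stably transfected Huh7 cells after 24 h compound exposure at 37 °C in reduced-serum medium with 10% FBS.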
FLuc modulator – firefly luciferase modulation, counter-screen for miR-21 project; purified FLuc, Km substrates, luminescence inhibition; P08659; hit rate 6.9% among 360,000; Potency, µM (highest dose often 57.5 µM), for the others: top-dose activity change, negative = inhibition, most hits filed as inhibitors;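 further: plate controls were vehicle for no effect and reference inhibitor for full effect; nearly all actives have a fitted effect of over 55% in size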
Target sequence (P08659 whole entry, looked up): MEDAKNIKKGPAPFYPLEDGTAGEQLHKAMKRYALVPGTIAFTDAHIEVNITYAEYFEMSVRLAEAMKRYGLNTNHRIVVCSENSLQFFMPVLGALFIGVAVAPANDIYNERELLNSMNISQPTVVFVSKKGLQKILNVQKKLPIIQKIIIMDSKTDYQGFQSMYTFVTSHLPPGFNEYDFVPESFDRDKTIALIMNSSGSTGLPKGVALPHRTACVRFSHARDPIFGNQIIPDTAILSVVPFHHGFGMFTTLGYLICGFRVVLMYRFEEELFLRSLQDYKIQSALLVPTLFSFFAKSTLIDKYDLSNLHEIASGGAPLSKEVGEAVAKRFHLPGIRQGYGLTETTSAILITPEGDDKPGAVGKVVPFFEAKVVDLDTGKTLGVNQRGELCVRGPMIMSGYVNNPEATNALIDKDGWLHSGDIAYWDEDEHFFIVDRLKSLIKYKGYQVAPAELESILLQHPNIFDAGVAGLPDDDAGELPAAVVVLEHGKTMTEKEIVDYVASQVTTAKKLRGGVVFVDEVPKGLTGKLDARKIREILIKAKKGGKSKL
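Purified P. pyralis luciferase, 10 nM final, with Km-level 10 uM D-luciferin and 10 uM ATP in 50 mM Tris acetate pH 7.5, 10 mM Mg acetate, 0.01% Tween-20, 0.05% BSA; 6-point qHTS titration about 60 µM downward; luminescence read.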
* marks the source's active call; other numbers are inactive results; ? = inconclusive; / = not tested or not shown; & = joins results of further samples; [ ] = dose if it differs, or a comment. Unless noted, the call rests on the fitted dose curve; in most records, active means well fitted curve in the direction sought with a large enough effect; inconclusive means small, poorly fitted or top-dose-only effect, or another doubt; inactive means no such curve, though single readings can be large; an effect the other way counts as inactive or inconclusive. Potency means the concentration at half of the fitted maximal effect. Only part of the results is shown; count on the stated rates, not on these rows.

SMILES	CXXC DNA block	Rab9 prom act	RORg inh	BRCA1 expr act	p53 reactivator	MBNL1-CUG inh	ELG1 genotoxic	uPA generation	Gal4-VP16 FLuc	NPC1 promoter act	FLuc modulator
CCNc1nc(OC)nc(SCC(=O)Nc2ccccc2)n1	-1%	-25%	-3%	-1%	-3%	-11%	2%	?	7%	-22%	-3%
Cc1ccc(C(=O)C(C)OC(=O)c2cc3cc([N+](=O)[O-])ccc3oc2=O)cc1 (stereo not drawn)	8%	-1%	12%	0%	-7%	10%	0%	11%	0%[0.365 µM]	-1%	8%
CCOc1nc(S(=O)(=O)c2ccc(C)cc2)c(Cl)s1	6%	-1%	20%	4%	-2%	2%	0%	7%	16%	-4%	2%
CCC[C@@H]1C[C@@]1(CCC)[C@@H](NP(=O)(c1ccccc1)c1ccccc1)c1ccc(C(=O)OC)cc1	2%	1%	?	-92%[inhibitor]	-18%	1%	-2%	?	?	-3%	0%
Cc1nc2cc(-c3cccc(Cl)c3)nn2c(N2CCN(C(=O)c3ccco3)CC2)c1C	74%[activator]	3%	12%	/	?	11%	0%	/	6%	-2%	17µM*
CC(O)CO (stereo not drawn)	-6%	-7%	10%&20%	2%	1%	/	-3%	11%	0%&-2%	-5%	1%
NS(=O)(=O)c1ccc(CCNC(=O)COC(=O)/C=C/c2ccc(Cl)cc2)cc1	-3%	-3%	26%	-3%	4%	6%	5%	-1%	-8%	-2%	-8%
Cc1nn(-c2ccccc2)c(C)c1/C=C/C(=O)OC(C)C(=O)Nc1ncc(Cl)cc1Cl (stereo not drawn)	12%	-3%	24%	0%	1%	24%	1%	-2%	1%	1%	-4%
Cc1cccc(C)c1NC(=O)C1CCN(C(=O)c2cccs2)CC1	9%	-6%	-11%	-5%	-1%	-2%	-2%	2%	2%	1%	-1%
COc1ccc2sc3c(=O)[nH]c4ccccc4c3c2c1	24%	-20%	25%	-30%	11%	10%	-4%	2%	3%	-5%	-8%

The closing 2 records of the part before lead into the next:
SMILES	CXXC DNA block	Rab9 prom act	RORg inh	BRCA1 expr act	p53 reactivator	MBNL1-CUG inh	ELG1 genotoxic	uPA generation	Gal4-VP16 FLuc	NPC1 promoter act	FLuc modulator
Cc1cccc(C)c1NC(=O)C1CCN(C(=O)c2cccs2)CC1	9%	-6%	-11%	-5%	-1%	-2%	-2%	2%	2%	1%	-1%
COc1ccc2sc3c(=O)[nH]c4ccccc4c3c2c1	24%	-20%	25%	-30%	11%	10%	-4%	2%	3%	-5%	-8%
CCOC(=O)C1CCCN(C(=O)CSCc2ccccc2)C1 (stereo not drawn)	-4%	6%	38%	17%	16%	3%	14%	-3%	-1%	?	?
O=C1OC(c2ccc(Cl)cc2)=N/C1=C\c1cccnc1	-8%	-7%	24%	-25%	6%	-4%	2%	0%	-6%	-4%	?
CC1CCCCC1NC(=O)C1CC(=O)N(Cc2ccccc2)C1 (stereo not drawn)	?	8%	27%	6%	7%	-10%	-5%	-1%	4%	-2%	0%
COc1ccc(Cn2c(=S)[nH]c3ccccc32)cc1	-27%	-11%	10µM*	1%	-4%	0%	4%	-1%	?	-8%	-1%
Cc1cc(=O)c(C(=O)O)nn1-c1ccc(Cl)cc1	-8%	-3%	-4%	9%	2%	-11%	0%	-1%	4%	-1%	0%
Cc1cc(=O)oc2cc(OCc3ccc(C(=O)N4CCN(c5ccccc5)CC4)cc3)ccc12	0%	-3%	27%	-13%	0%	/	-4%	0%	-2%	0%	-9%
CC(C(=O)Nc1ccccc1Br)N1c2cccc3cccc(c23)S1(=O)=O (stereo not drawn)	2%	1%	-19%	-6%	-18%	1%	-13%	3%	0%	-4%	4%
COC(=O)C1CC(=O)c2ccsc2C1 (stereo not drawn)	2%	-6%	3%	-22%	7%	-10%	1%	3%	-16%	-2%	5%
O=C(CNC(=O)c1ccc(Cl)cc1Cl)NCC1CCCO1 (stereo not drawn)	2%	12%	-3%	26%	15%	3%	2%	0%	-1%	11%	24µM*
Cc1nc(NC(=O)/C=C/c2ccccc2)sc1C(=O)N(C)C	-3%	?	9%	?	24%	-3%	16%	0%	8%	24%	13µM*
CCC1Oc2ccc(C)cc2N(CC(=O)NCCCN2CCCCC2CC)C1=O (stereo not drawn)	5%	-7%	7%	1%	?	1%	-8%	/	-13%	1%	-2%
COCCOC(=O)C1=C(C)NC2(O)c3ccccc3C(=O)C12O (stereo not drawn)	-1%	0%	16%	-4%	6%	2%	?	-4%	?	-1%	-3%
O=C(c1ccc(Cl)cc1)N1CCN(c2ccc(F)cc2)CC1	-1%	8%	-4%	-1%	1%	-1%	0%	-10%	-10%	6%	-2%
O=C(Nc1ccc(F)cc1)C1CCCN(S(=O)(=O)c2cccc3nonc23)C1 (stereo not drawn)	6%	-5%	-33%	-4%	6%	21%	0%	-2%	-6%	2%	0%
O=C(CCCOc1ccc(Cl)cc1Cl)NCCCn1ccnc1	-4%	-1%	17%	14%	1%	-4%	-4%	-4%	1%	-2%	-8%
Cc1ccc(NC(=S)N(Cc2ccco2)C2CCN(C(C)C)CC2)cc1	-4%	-4%	?	15%	18%	0%	-5%	2%	-10%	0%	-9%
Fc1ccc(CSc2nnc3ccccn23)c(Cl)c1	3%	?	?	10µM*	2%	-1%	17%	-8%	-4%	14%	?
Nc1ccc(Nc2ccc([N+](=O)[O-])cc2[N+](=O)[O-])cc1	0%	2%	23%	-34%	27%	?	-1%	-3%	-8%	-2%	-13%
CC1CCCCC1NC(=O)COC(=O)c1ccc([N+](=O)[O-])o1 (stereo not drawn)	/	-3%	/	11%	-2%	/	1%	0%	/	-7%	2%
Cn1c(=O)[nH]c(=O)c2c1nc(N/N=C/c1ccncc1)n2Cc1ccc(Cl)cc1	2%	-3%	-2%	14%	-2%	-4%	?	0%	-2%	-5%	-5%
CS(=O)(=O)N(CC(=O)N1CCCCCC1)c1ccc2c(c1)OCCO2	-1%	-2%	-2%	12%	-3%	0%	1%	-7%	0%	0%	-1%
Cc1occc1C(=O)NNC(=S)NC(=O)COc1ccc(Cl)cc1Cl	44%	13%	16µM*	67%	20%	-1%	?	-2%	?	2%	?
O=C(Nc1cccnc1)c1cccc(-c2cc3ccccc3oc2=O)c1	6%	-4%[1.84 µM]	12%	21%	3%	3%	12%	-5%	12%[10 µM]	18%	?
Cn1cccc1CNC(=S)Nc1ccccc1F	-7%	0%	13µM*	12%	-3%	6%	1%	-1%	1%	-2%	-2%
O=C(NCCCN1CCCC1)Nc1ccc(F)cc1	7%	3%	-3%	6%	11%	-9%	1%	2%	1%	-1%	6%
COc1ccccc1CNC(=O)N1CCN(S(=O)(=O)c2ccc(Cl)cc2)CC1	17%	0%	-14%	0%	-4%	6%	1%	3%	7%	1%	-1%
COc1cccc(/C=C/C(=O)OCC(=O)c2c(N)n(C)c(=O)n(C)c2=O)c1	/	10%	/	4%	-28%	/	-3%	-4%	/	-1%	1%
Cc1ccccc1C(=O)NC1CCN(C(=O)Nc2ccccc2Cl)CC1	1%	-2%	-16%	-6%	0%	-1%	0%	6%	-8%	-3%	2%
COc1cc(/C=N/NC(=O)c2c(-c3c(Cl)cccc3Cl)noc2C)ccc1OCC(N)=O	2%	-2%	/	-2%	/	?	-9%	4%	/	2%	-12%
COc1cc(C(=O)NCCCC2CCCC2)ccc1OC1CCN(C(C)=O)CC1	-10%	-1%	/	-27%	/	-2%	-2%	-11%	/	0%	-15%
COc1cccc(C(=O)NCc2ccccc2OC)c1	-6%	14%	15%	26%	22%	-5%	0%	3%	-12%	-2%	-6%
Cc1[nH]nc2c1C(=O)CC(C)(C)C2	0%	-3%	?	-2%	10%	2%	6%	-2%	/	-3%	-1%
CCn1c2ccccc2c2cc(/C=N/n3c(C)nnc3C)ccc21	-3%	-1%	-13%	-73%	4%	3%	?	-23%	?	-2%	2%
Cc1ccc(NS(=O)(=O)c2c(C)[nH]c(=O)[nH]c2=O)cc1F	8%	-1%	5%	2%	1%	-4%	-1%	5%	0%	3%	0%
CCN1CCN(C(=O)C(C)N(c2ccc(C)cc2)S(C)(=O)=O)CC1 (stereo not drawn)	6%	2%	-9%	15%	-4%	4%	2%	2%	5%	0%	0%
COc1cc(/C=N/NC(=O)CCC(=O)NCc2ccccc2)cc(OC)c1OC	4%	-3%	8%	3%	-6%	6%	5%	2%	-6%	1%	-3%
CCOC(=O)CNC(=O)Cn1cnc2c(nnn2-c2ccc(C)cc2)c1=O	-2%	4%	1%	5%	0%	-8%	0%	/	-2%	1%	-2%

Screening results as filed in PubChem BioAssay.
